Vif inh – HIV Vif self-association inhibitors, primary screen, imaging, HEK293T, single point | HEK293T cells, Vif self-association by quenched fluorescence, 24 h | inhibition, % at 7.49 µM | 340,000 tested, 0.35% active | AID 602346, 2012; in the data active = inhibition above about 50%, passing the limit was not always enough; also: some results filed as inactive read as strong as hits
NCOA2 inhibitor – inhibition of GAL4-SRC2 driven luciferase reporter, primary screen, SRC2 inhibitor project, cell-based, luminescence; Nuclear receptor coactivator 2 (Homo sapiens), Q15596; 370,000 tested, 0.17% active; AID 651957, 2012; HEK293 GAL4-SRC2 luciferase reporter; inhibition, % at 9 µM;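 active = inhibition above the mean inhibition of all tested compounds plus 3 SD, set per campaign, cut at about 52% in these data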;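 also: 0% = DMSO treated cells and 100% = cells given Gossypol at 36 µM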
Target sequence (Q15596 whole entry, looked up, the tested form may be a part): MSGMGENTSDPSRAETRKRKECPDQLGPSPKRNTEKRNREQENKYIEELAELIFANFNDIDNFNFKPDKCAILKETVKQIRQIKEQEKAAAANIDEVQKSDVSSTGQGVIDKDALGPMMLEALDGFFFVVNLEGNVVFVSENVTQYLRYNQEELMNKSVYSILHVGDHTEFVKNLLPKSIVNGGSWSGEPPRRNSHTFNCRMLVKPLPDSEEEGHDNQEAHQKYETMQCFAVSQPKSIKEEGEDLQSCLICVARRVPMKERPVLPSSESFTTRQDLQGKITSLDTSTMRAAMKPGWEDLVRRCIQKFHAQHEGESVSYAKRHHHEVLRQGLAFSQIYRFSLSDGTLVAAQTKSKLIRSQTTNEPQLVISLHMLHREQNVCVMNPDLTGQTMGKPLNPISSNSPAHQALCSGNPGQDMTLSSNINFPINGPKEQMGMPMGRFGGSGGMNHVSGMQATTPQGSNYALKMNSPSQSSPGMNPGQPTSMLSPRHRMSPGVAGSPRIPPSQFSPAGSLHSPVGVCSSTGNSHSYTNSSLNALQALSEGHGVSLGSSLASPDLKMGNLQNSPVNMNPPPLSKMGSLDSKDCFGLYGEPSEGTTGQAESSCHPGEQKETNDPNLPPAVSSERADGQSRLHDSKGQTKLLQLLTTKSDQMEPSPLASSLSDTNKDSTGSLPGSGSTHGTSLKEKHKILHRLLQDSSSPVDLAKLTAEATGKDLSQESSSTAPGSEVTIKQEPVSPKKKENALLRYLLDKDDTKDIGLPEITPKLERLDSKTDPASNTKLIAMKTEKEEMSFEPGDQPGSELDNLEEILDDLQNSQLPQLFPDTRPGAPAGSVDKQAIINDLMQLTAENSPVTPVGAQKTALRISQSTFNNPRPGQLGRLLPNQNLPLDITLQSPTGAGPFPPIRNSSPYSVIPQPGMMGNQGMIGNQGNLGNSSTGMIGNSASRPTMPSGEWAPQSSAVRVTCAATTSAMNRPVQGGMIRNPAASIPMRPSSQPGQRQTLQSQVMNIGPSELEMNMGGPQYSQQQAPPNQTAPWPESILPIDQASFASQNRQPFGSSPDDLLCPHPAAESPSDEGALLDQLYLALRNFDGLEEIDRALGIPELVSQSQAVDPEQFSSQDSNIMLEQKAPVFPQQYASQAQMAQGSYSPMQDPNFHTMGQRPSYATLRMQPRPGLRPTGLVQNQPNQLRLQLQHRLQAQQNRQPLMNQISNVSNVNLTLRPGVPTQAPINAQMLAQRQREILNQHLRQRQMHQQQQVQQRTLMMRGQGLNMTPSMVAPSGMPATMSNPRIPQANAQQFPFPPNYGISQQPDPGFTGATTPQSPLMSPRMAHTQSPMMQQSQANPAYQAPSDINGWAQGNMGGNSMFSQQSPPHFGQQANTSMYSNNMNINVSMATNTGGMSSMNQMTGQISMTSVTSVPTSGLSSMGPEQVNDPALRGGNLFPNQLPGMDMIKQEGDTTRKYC
NCOA1 inh – SRC1 coactivator transcriptional activity inhibitors, primary screen, cell-based, luminescence | Nuclear receptor coactivator 1 (Homo sapiens), Q15788 | HEK293 GAL4-SRC1 luciferase reporter | inhibition, % at 3.6 µM | 360,000 tested, 0.12% active | AID 588354, 2011;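 active = inhibition above the campaign mean plus 3 SD, with each screening campaign given its own cutoff, cut at about 60% in these data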;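 also: 0% = DMSO treated cells and 100% = gossypol at 36 µM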
COUP-TFII inh – NR2F2 transcriptional activity inhibitors, primary screen, cell-based, luciferase reporter, HEK293T, luminescence; COUP transcription factor 2 (Homo sapiens), P24468; inhibition, % at 8.6 µM; 370,000 tested, 0.7% active; HEK293T NGFI-A luciferase reporter;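 active = inhibition above a per-plate cutoff, mean inhibition of test wells between control levels plus 3 SD, cut at about 38% in these data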;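 also: cells cotransfected with COUP-TFII expression vector driving the NGFI-A reporter; 0% = median of COUP-TF2 test wells and 100% = reporter-only cells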
LRH-1 inv ag – LRH-1 (NR5A2) inverse agonists, primary screen, cell-based, luminescence, HEK293T, StAR-luciferase reporter; Nuclear receptor subfamily 5 group A member 2 (Homo sapiens), O00482; LRH-1 transfected, 24 h; inhibition, % at 3.6 µM; 360,000 tested, 0.13% active; AID 602396, 2012;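 active = inhibition above the mean inhibition of all tested compounds plus 3 SD, cut at about 73% in these data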;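 also: 0% = DMSO wells and 100% = reporter-only cells lacking LRH-1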
LMP1 NFkB inh – EBV LMP1-driven NF-kappaB luciferase reporter inhibitors, primary screen, cell-based, luminescence, single point; LMP1-induced NF-kappaB luciferase reporter cells; inhibition, % at 12.5 µM; 350,000 tested, 0.69% active; AID 504558, 2011; in the data active = inhibition above about 41%;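 also: 0% = neutral control wells and 100% = reference inhibitor control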
C8 TRAIL sens – viability loss with TRAIL in NB7+C8 cells, primary screen, TRAIL sensitizer project, cell-based, ATPlite luminescence. 360,000 tested, 1% active. inhibition (viability loss, TRAIL sensitization), % at 10 µM. AID 624354, 2012;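 active = compounds causing at least 50% loss of cell viability in the single-dose screen, relative to plate controls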
NOD2 RIPK2 PPI – NOD2-RIPK2 binding disruptors in cells, primary screen, fluorescence, CHO cells, BLA complementation; Receptor-interacting serine/threonine-protein kinase 2 (Homo sapiens), O43353; CCF4 ratio; inhibition, % at 4.98 µM; 360,000 tested, 0.38% active; in the data active = inhibition above about 21%;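 also: 0% = vehicle only and 100% = reference blocker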
TLR9-MyD88 block – inhibitors of TLR9-MyD88 association in cells, primary screen, cell-based, CHO, BLA complementation, fluorescence | Toll-like receptor 9 (Homo sapiens) + Myeloid differentiation primary response protein … | CCF4 FRET ratio | inhibition, % at 4.98 µM | 340,000 tested, 0.21% active;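 active = inhibition above the mean over all tested compounds plus 3 SD, cut at about 21% in these data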;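 also: 0% = DMSO only wells and 100% = clavulanate BLA inhibitor control wells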
NCOA3 inh – SRC3 coactivator transcriptional activity inhibitors, primary screen, cell-based, luminescence; Nuclear receptor coactivator 3 (Homo sapiens), Q9Y6Q9; HEK293 GAL4-SRC3 luciferase reporter; inhibition, % at 3.6 µM; 360,000 tested, 0.17% active;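 active = inhibition above a per-campaign cutoff, the mean of all compounds plus 3 SD, cut at about 60% in these data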;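 also: 0% = DMSO-treated cells and 100% = gossypol-treated cells at 36 µM; higher means less SRC3-driven luciferase light from the GAL4 reporter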
TROY signal inh – inhibitors of TROY-driven NF-kB signaling, primary screen, Q293 LMP1-TROYcd cells, NF-kB luciferase, uHTS. Q293 LMP1-TROYcd NF-kB luciferase reporter, 4 h. inhibition, % at 10 µM. 360,000 tested, 0.98% active;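 active = compounds whose plate-normalised and pattern-corrected inhibition of the luciferase reporter signal at the single screening dose is 50% or more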
Numbers without * were called inactive; nt = no result given. Not all compounds are listed, so the mix of outcomes need not match the whole.

SMILES	Vif inh	NCOA2 inhibitor	NCOA1 inh	COUP-TFII inh	LRH-1 inv ag	LMP1 NFkB inh	C8 TRAIL sens	NOD2 RIPK2 PPI	TLR9-MyD88 block	NCOA3 inh	TROY signal inh
OCCN1CCN(CC#CCn2c3ccccc3c3ccccc32)CC1	nt	-15	4	3	-22	-1	8	7	4	-4	-5
O=C1NC(=O)c2cc(NC(=O)C3CCCO3)ccc21 (stereo not drawn)	-2	-2	2	6	-17	-2	-12	0	-2	6	-28
CC1CCN(C(=O)COc2ccc3ccccc3c2Br)CC1	-7	-21	-17	-22	-42	-22	7	2	5	-37	-53
COc1ccnc(Oc2ccc3ccccc3c2)c1C#N	0	-58	-57	-17	-83	-6	-10	-3	3	-53	-67
CCN1C(=O)[C@H]2[C@@H](c3ccc(-c4cccc(Cl)c4)c(OC)c3)N[C@@](CC(C)C)(C(=O)OC)[C@H]2C1=O	2	-1	-15	3	8	13	-3	3	1	21	-2
Cc1ccc(NC(=O)NC2CCCCC2)c(C)c1	-1	3	-11	-5	-11	-8	6	4	-4	11	-47
CC(C)[C@H](NC(=O)c1ccccc1F)C(=O)OCC(=O)NC(=O)NC1CCCCC1	-8	16	2	10	8	10	8	-7	6	1	16
CCOc1ccc(CCNC(=O)C(CCC(N)=O)NC(=O)OCc2ccccc2)cc1OCC (stereo not drawn)	-4	12	-13	19	12	3	12	-6	-4	1	18
O=C1NC[C@H](Cc2ccccc2)N(CCc2cccc(F)c2)C1=O	nt	16	9	-12	12	-2	2	-5	-3	-8	19
O=C(O)CN1C(=O)/C(=C\c2ccccc2OCc2ccccc2)SC1=S	11	-10	10	9	5	-6	-12	-6	-3	-7	3
Cc1ccc(Nc2cc(C)c3c(O)cccc3n2)cc1C	3	-35	-52	-32	-100	3	13	-4	-16	-51	6
O=C(Cn1cnc2ccccc21)N/N=C/c1ccc([N+](=O)[O-])cc1	-4	-12	-1	-6	8	-19	-5	17	-3	-3	6
CN(CC(=O)NCc1cccc(F)c1)C(=O)c1ccco1	2	-4	15	-13	3	2	4	0	14	12	9
O=C1N=NC2=C1c1c3ccccc3c(O)n1CC2	3	-6	-79	-7	9	-3	13	-18	-4	14	6
CC(=O)Oc1ccc(N(C(C)=O)S(=O)(=O)c2ccc(C)cc2C)c2ccccc12	2	-13	0	12	23	-16	10	4	9	14	17
CCc1nc2c(OCCC3CCCCC3)cccn2c1N(C)C(=O)CC(C)C	-13	14	7	5	-9	nt	4	-2	nt	0	5
COc1ccc(C(=O)Nc2ccc(C3=NNC(=O)CC3C)cc2NC(=O)c2ccc(OC)cc2)cc1 (stereo not drawn)	-5	-8	-12	18	4	1	-9	-5	-2	13	12
COc1ccc(N2CCN(CC(O)c3c[nH]c4ccc(OC)cc34)CC2C)cc1 (stereo not drawn)	-14	4	-29	5	-1	19	-8	4	-10	7	-8
CC(CN1CCCCC1)C(=O)NN (stereo not drawn)	-5	7	0	11	-22	-1	0	5	0	13	5
CC(C)n1cnc2c(NCc3ccccc3)cc(OCC3CCN(C)CC3)cc21	78*	nt	-7	nt	20	4	55*	13	8	8	-2
N/N=C(\c1ccccc1)c1cc(Cl)ccc1N	2	-1	-9	4	-2	6	-6	-8	-13	-6	9
Cc1cc(C)cc(OCC(=O)Nc2nonc2NC(=O)COc2cc(C)cc(C)c2)c1	26	4	-1	-2	-2	-1	-2	-4	-4	14	-3
CC1=C(C(=O)OC2CCCCC2)C(c2ccc(O)cc2)NC(=O)N1 (stereo not drawn)	7	-19	-21	7	8	7	14	-4	7	-12	1
COC(=O)CSc1nc(SCc2ccccc2Cl)nc2c1CCCC2	5	-23	-7	-3	-10	-1	9	-7	-19	16	-1
CCCNC(=O)C1(C)CCCN(Cc2csc3ccccc23)C1 (stereo not drawn)	-7	2	7	17	5	nt	16	-3	nt	-22	9
COc1ccc(/C(C)=N/Nc2nc3ccccc3nc2C)cc1	-3	-40	-60	-8	-48	-25	22	6	3	-36	36
CN1CCN(C(=O)CSc2nc3ccc(NC(=O)c4ccccc4F)cc3s2)CC1	3	-10	-42	-15	-35	-3	7	-5	-10	-17	-24
COCc1cc(=O)[nH]c(SCC(=O)c2ccccc2)n1	16	-23	1	9	9	1	-3	0	-1	18	-16
O=c1cc(C(F)(F)F)[nH]c2c(OC(F)(F)F)cccc12	-9	4	24	1	14	-1	-2	-2	-6	17	18
CC1CCCN(S(=O)(=O)c2cc(Cl)ccc2Cl)C1 (stereo not drawn)	14	13	-4	-7	2	3	-5	-6	5	-3	7
CC(=O)c1cccc(NC(=O)Nc2c(C)nn(C)c2C)c1	-7	-15	-4	1	1	-13	-12	-11	-2	-6	-18
CC1CCN(C(=S)c2ccc(N(C)C)cc2)CC1	-3	-30	-17	-9	-18	-8	-3	2	4	-5	-38
CCOC(=O)c1cnc2c(cnn2C)c1Oc1ccc(OC)cc1	3	7	8	-1	2	6	-3	2	10	19	15
CSc1ccc(/C=N/NC(=O)CN2CCN(Cc3ccc(C)cc3)CC2)cc1	6	-2	-1	-2	-14	-5	10	2	-5	2	-22
CC(C)(C)c1ccc(C(=O)N/C(N)=N/c2nc3ccccc3o2)cc1	8	nt	13	nt	2	8	6	3	-15	-2	9
N#Cc1nc(Cc2ccccc2)oc1N1CCC(C(N)=O)CC1	-1	-30	11	5	-1	-1	-13	-3	-4	13	-4
CC1CN(C(c2ccco2)c2sc3ncnn3c2O)CC(C)O1 (stereo not drawn)	14	-2	-3	-11	-14	6	-2	-3	-1	-3	-3
O=C(O)CC1(CC(=O)Nc2ccc3c(c2)OCCCO3)CCCCC1	5	16	-23	6	8	-4	-9	0	1	18	12
O=S(=O)(Nc1ccccc1)c1ccc(NS(=O)(=O)c2cccs2)cc1	-22	-2	1	3	-5	-8	-13	-11	-9	2	11
CC(=O)Nc1cc(-c2ccc(S(C)(=O)=O)cc2)cn2c(-c3ccc(F)c(Cl)c3)cnc12	-3	6	-3	25	55	nt	-3	-13	nt	-12	-3
Cc1ccc(S(=O)(=O)c2nc(-c3cccs3)oc2N2CCC(C(N)=O)CC2)cc1	0	12	8	-24	-5	1	0	2	-5	-12	11
COC(=O)COc1ccc(S(=O)(=O)N2CCN(c3ccccc3F)CC2)cc1	-3	0	6	6	-16	-4	-2	-9	-8	16	9
COC(=O)CCC(=O)NC(=S)Nc1c(C)cccc1C	-3	-1	16	17	10	5	-9	6	1	-2	-15
COCCNC(=O)c1onc(CSc2ccc(C(C)C)cc2)c1C(=O)O	-4	3	-21	-4	4	-3	-7	-13	-12	-8	-11
Cc1coc(NC(=O)CSc2nc(-c3ccncc3)cc(C(F)(F)F)c2C#N)n1	25	0	8	10	-1	14	9	-3	8	8	14

One compound at a time, from the list above. Order of values: Vif inh	NCOA2 inhibitor	NCOA1 inh	COUP-TFII inh	LRH-1 inv ag	LMP1 NFkB inh	C8 TRAIL sens	NOD2 RIPK2 PPI	TLR9-MyD88 block	NCOA3 inh	TROY signal inh
COc1ccc(/C(C)=N/Nc2nc3ccccc3nc2C)cc1 is listed with -3	-40	-60	-8	-48	-25	22	6	3	-36	36
COC(=O)CCC(=O)NC(=S)Nc1c(C)cccc1C is listed with -3	-1	16	17	10	5	-9	6	1	-2	-15
Cc1cc(C)cc(OCC(=O)Nc2nonc2NC(=O)COc2cc(C)cc(C)c2)c1 is listed with 26	4	-1	-2	-2	-1	-2	-4	-4	14	-3

The list goes on.
SMILES	Vif inh	NCOA2 inhibitor	NCOA1 inh	COUP-TFII inh	LRH-1 inv ag	LMP1 NFkB inh	C8 TRAIL sens	NOD2 RIPK2 PPI	TLR9-MyD88 block	NCOA3 inh	TROY signal inh
O=C(Nc1ccccc1NC(=O)c1c(F)c(F)c(F)c(F)c1F)c1c(F)c(F)c(F)c(F)c1F	6	-20	12	-2	-6	6	82*	2	-4	-2	9
CCCc1cc(NC(=O)COC(=O)c2ccc(O)cc2O)n(-c2ccccc2)n1	-20	12	5	23	-6	4	-5	-3	-3	6	15
FC(F)(F)c1nnc2ccc(Sc3ccccn3)nn12	1	4	-7	-4	9	-40	21	5	-2	5	7
CCCS(=O)(=O)NC(=O)C1(C)CCCN(C(=O)c2cc(C)nn2C(C)(C)C)C1 (stereo not drawn)	-6	17	-15	16	8	nt	-19	-3	nt	-18	2
O=C(Cn1nnc(-c2cccc(C(F)(F)F)c2)n1)NNS(=O)(=O)c1cccc(C(F)(F)F)c1	-15	12	-12	-21	1	-7	-15	-15	5	21	0
CCOc1cc(C2C3=C(CC(C)(C)CC3=O)N(CCOC)C3=C2C(=O)CC(C)(C)C3)ccc1OC	-3	-6	10	0	3	-25	6	-3	2	-2	25
Cc1ccc(OCC(=O)N2CCc3ccccc3C2)cc1	12	-17	-15	-16	7	-9	2	1	6	2	-12
O=C(OCC(O)C(O)COC(=O)c1ccccc1)c1ccccc1 (stereo not drawn)	-4	12	-1	4	-5	-19	-11	-2	0	5	1
CCOC(=O)C1(C)CCN1C(=O)c1ccc2ccccc2c1 (stereo not drawn)	21	-7	-11	-30	-15	nt	-8	-1	nt	-34	-11
COC(=O)c1cc2c(=O)c3ccccc3oc2nc1C	-10	-58	-46	-37	-56	-10	5	2	-3	-50	-60
CC(=O)Nc1cccc(S(C)(=O)=O)c1	6	-3	-3	-3	14	-9	-3	21*	-10	19	8
Cc1csc(SCc2ccc(C(=O)O)cc2)n1	12	-18	1	31	-20	0	2	-3	0	0	-22
CCN1C(=O)C(C)S/C1=N\S(=O)(=O)c1ccc(F)cc1 (stereo not drawn)	8	-22	-5	18	11	0	-6	1	2	14	-4
COc1ccc(NC(=O)CN(C)CC(=O)NCC2CCCCC2)cc1	10	-8	12	9	3	-2	-9	7	-13	11	-12
OC[C@@H]1CN(Cc2ccc(-c3ccccc3)cc2)C[C@H](n2cnc3c(NCc4ccc(F)cc4)ncnc32)O1	-16	45	8	75*	29	nt	15	0	nt	7	50*
CCC(CC)c1nnc(NS(=O)(=O)Cc2ccccc2)s1	0	4	5	13	5	7	-5	-4	3	-3	-1
Cc1ccc(NC(=O)Cn2cc(S(=O)(=O)c3ccc(F)cc3)c(=O)c3cc(F)ccc32)cc1	-4	-4	-28	-2	1	-17	15	-8	1	17	10
COc1ccccc1NC(=O)COC(=O)Cc1cccs1	9	-18	-2	-1	-5	-1	-8	-7	7	19	17
Cc1ccc(CC(=O)NCCS(=O)c2ccc(C)cc2)cc1 (stereo not drawn)	-3	23	-18	-7	-15	-5	4	4	1	0	-7
CC(C)(C)NC(=O)N1CCCN(c2ccc(C(F)(F)F)cn2)CC1	-1	-26	3	2	-1	2	14	-5	-15	0	7

Compound activity from PubChem BioAssay.
